Screens: PubChem, National Center for Advancing Translational Sciences (NCATS)
Pol eta inh = qHTS for Inhibitors of Polymerase Eta. 1.2% of 390,000 active. Potency, µM (doses to about 114 µM), for the others: at the top dose activity change, negative = inhibition, usual class: inhibitors. recombinant Pol eta, fluorescent DNA replication assay. DNA polymerase eta (Homo sapiens), Q9Y253; also: % is scaled to controls: 0 for no effect and ±100 for the full control effect
Target sequence (Q9Y253 whole entry, looked up): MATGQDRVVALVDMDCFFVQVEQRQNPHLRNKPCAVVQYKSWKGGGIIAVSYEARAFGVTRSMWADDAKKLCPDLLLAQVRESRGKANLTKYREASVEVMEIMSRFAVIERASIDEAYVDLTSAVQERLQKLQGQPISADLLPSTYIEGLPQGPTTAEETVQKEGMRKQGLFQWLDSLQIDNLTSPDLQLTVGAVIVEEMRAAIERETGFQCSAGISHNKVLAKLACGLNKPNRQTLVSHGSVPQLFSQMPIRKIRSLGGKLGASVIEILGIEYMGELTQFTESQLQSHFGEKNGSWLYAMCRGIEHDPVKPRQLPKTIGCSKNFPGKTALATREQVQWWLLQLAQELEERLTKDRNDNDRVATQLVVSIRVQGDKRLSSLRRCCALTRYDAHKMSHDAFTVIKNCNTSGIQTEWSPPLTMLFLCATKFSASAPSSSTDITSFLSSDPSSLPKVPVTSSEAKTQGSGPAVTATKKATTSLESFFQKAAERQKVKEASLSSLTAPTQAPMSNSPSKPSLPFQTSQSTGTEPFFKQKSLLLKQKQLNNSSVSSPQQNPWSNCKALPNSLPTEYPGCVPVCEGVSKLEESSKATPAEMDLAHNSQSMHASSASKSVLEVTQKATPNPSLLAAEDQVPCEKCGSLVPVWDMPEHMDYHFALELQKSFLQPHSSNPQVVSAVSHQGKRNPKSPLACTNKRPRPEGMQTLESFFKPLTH
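Fluorescent replication assay: 50 nM final substrate added after a 15 min room-temperature compound preincubation with 10 nM enzyme. Signal taken at 0 min and again at 10 min.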
BAZ2B block = qHTS Assay for Inhibitors of BAZ2B; Bromodomain adjacent to zinc finger domain protein 2B (Homo sapiens), Q9UIF8; AlphaScreen BAZ2B-H3K14Ac peptide displacement; Potency, µM (highest dose often 114 µM), for inactives: top-dose activity change, negative = inhibition, usual class: inhibitors; 4.4% of 360,000 active; AID 504333, 2011; also: % is scaled to controls: 0 for no effect and ±100 for the full control effect; nearly all actives have a fitted effect of over 60% in size
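Inhibition is scored as reduced AlphaScreen emission. The BAZ2B/b-H3(5-23)K14Ac complex (50 nM each) in PBS pH 7.4, 0.01% Tween-20 meets compound (up to 110 uM) for 30 min at RT before bead addition.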
POLI inh = qHTS for Inhibitors of Polymerase Iota; DNA polymerase iota (Homo sapiens), Q9UNA4; Pol iota fluorescent replication assay, 10 min; Potency, µM (highest dose often 115 µM), inactives show at the highest dose activity, negative = inhibition, hits mostly inhibitors; 1% of 390,000 active; AID 588590, 2011
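Fluorescent replication assay read twice, at 0 min and 10 min after adding 50 nM (final) substrate. Enzyme (10 nM) and compounds were first incubated 15 min at room temperature; enzyme-free buffer wells were negative controls.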
POLB inh = qHTS Assay for Inhibitors of DNA Polymerase Beta. Potency, µM (titrated, usually from 114 µM), inactives show top-dose activity change, negative = inhibition, usual class: inhibitors. 1.3% of 340,000 active. Pol beta primer extension/strand displacement, fluorescence kinetic. AID 485314, 2010; also: % is scaled to controls: 0 for no effect and ±100 for the full control effect
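Curves were derived by four-parameter Hill fits of normalized qHTS data. The kinetic fluorescent primer-extension read was taken at 0 and 10 min after 50 nM substrate, following a 15 min room-temperature preincubation of 10 nM enzyme with compounds.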
BLM inh = qHTS Assay for Inhibitors of Bloom's syndrome helicase (BLM); RecQ-like DNA helicase BLM (Homo sapiens), P54132; AID 2528, 2010; Potency, µM (highest dose often 56.1 µM), without a hit: top-dose activity change, negative = inhibition, actives largely listed as inhibitors; 0.2% of 350,000 active; recombinant BLM DNA unwinding, fluorescence dequenching;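 also: plate controls were vehicle for no effect and no enzyme for full effect; nearly all actives have a fitted effect of over 35% in size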
Anesthetic bind = qHTS Assay for Identification of Novel General Anesthetics | apoferritin/1-aminoanthracene competitive binding, fluorescence | Potency, µM (doses to about 77.5 µM), inactives show at the top dose activity change, negative = displacement, hits mostly inhibitors | 0.074% of 350,000 active; also: % is scaled to controls: 0 for no effect and ±100 for the full control effect; nearly all actives have a fitted effect of over 20% in size
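Horse-spleen apoferritin (10 uM) was mixed with 50% saturated 1-aminoanthracene in PBS, exposed to compounds for 10 min at room temperature, and read for fluorescence (ex 380 nm, em 535 nm). Competitive displacement was fitted with a four-parameter Hill equation.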
APEX1 inh = qHTS Assay for Inhibitors of the Human Apurinic/apyrimidinic Endonuclease 1 (APE1); 0.35% of 350,000 active; AID 2517, 2012; recombinant APE1, TAMRA/BHQ-2 abasic DNA cleavage fluorescence; Potency, µM (series often up to 65.8 µM), inactives show at the top dose activity change, negative = inhibition, usual class: inhibitors; DNA repair nuclease/redox regulator APEX1 (Homo sapiens), P27695;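 also: plate controls were vehicle for no effect and reference inhibitor for full effect; nearly all actives have a fitted effect of over 55% in size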
Target sequence (P27695 whole entry, looked up): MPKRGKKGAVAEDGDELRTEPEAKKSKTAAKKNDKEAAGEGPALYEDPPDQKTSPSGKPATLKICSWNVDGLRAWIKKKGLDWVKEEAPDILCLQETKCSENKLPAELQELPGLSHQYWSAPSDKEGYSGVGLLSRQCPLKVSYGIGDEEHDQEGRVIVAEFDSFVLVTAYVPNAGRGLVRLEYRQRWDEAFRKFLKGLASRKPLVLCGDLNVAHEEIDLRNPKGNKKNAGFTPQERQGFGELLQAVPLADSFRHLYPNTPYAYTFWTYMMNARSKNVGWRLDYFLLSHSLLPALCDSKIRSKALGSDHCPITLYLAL
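Enzyme (0.75 nM final) and test compound are incubated 15 min at room temperature before adding 50 nM quenched THF abasic-site duplex. Cleavage dequenches TAMRA, followed at 525/598 nm over three reads one minute apart.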
POLK inh = qHTS for Inhibitors of Polymerase Kappa; DNA polymerase kappa (Homo sapiens), Q9UBT6; purified Pol kappa, fluorescent DNA synthesis assay, 10 min; Potency, µM (series often up to 107 µM), inactives show at the top dose activity, negative = inhibition, hits mostly inhibitors; 0.53% of 400,000 active; AID 588579, 2011; also: % is scaled to controls: 0 for no effect and ±100 for the full control effect
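10 nM Pol kappa preincubated 15 min at room temperature with compounds, then reaction started with substrate at 50 nM final. Fluorescence read kinetically at 0 and 10 min; buffer-only wells served as negative control.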
G9a inh = qHTS Assay for Inhibitors of Histone Lysine Methyltransferase G9a; G9a H3K9 monomethylation, AlphaScreen, 2 h; Potency, µM (top dose mostly 102 µM), for the others: at the top dose activity, negative = inhibition, hits mostly inhibitors; 8.8% of 350,000 active; also: % is scaled to controls: 0 for no effect and ±100 for the full control effect; nearly all actives have a fitted effect of over 75% in size
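Enzyme 20 nM + cpd, 15 min RT; add b-H3K9 pep 500 nM / SAM 20 uM; 2 h RT; anti-H3K9me1 Ab 0.5 ug/mL + SA donor / anti-rabbit acceptor beads 20 ug/mL each, 10 min; AlphaScreen read.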
* marks the source's active call; other numbers are inactive results; u = inconclusive; x = no result given; & = joins results of further samples; [ ] = another dose, or the depositor's remark. Calls follow the shape of the dose curve; as a rule, active = well fitted curve in the direction sought with a large enough effect; inconclusive = small, poorly fitted or top-dose-only effect, or another doubt; inactive = no such curve, though single readings can be large; an effect the other way counts as inactive or inconclusive. Potency is read from the fitted curve at half-maximal effect. An excerpt, so the mix of outcomes need not match the whole.

Structure | Pol eta inh | BAZ2B block | POLI inh | POLB inh | BLM inh | Anesthetic bind | APEX1 inh | POLK inh | G9a inh
COC(=O)c1ccccc1NC(=O)COC(=O)c1ccco1 | u | 50µM* | u | u | 5% | -7% | -13% | -18% | 9%
CCC12CN(S(=O)(=O)c3ccc(C)cc3)CC(CC)(CN(S(=O)(=O)c3ccc(C)cc3)C1)C2=O | -10% | 0% | 28% | -2% | -3% | -14% | 18% | -9% | -36%[59 µM]
O=C1C(NS(=O)(=O)c2cccs2)=C(N2CCN(c3cccc(Cl)c3)CC2)C(=O)c2ccccc21 | -13% | 8.9µM* | 18% | 11% | -5% | -17% | -2% | -20% | u
Clc1ccccc1-c1nnc2sc(-c3ccc(Br)o3)nn12 | -5% | -25% | u | -18% | -7% | -21% | -3% | -15% | u
CC(=O)N(CCN(C(C)=O)c1ccccc1)c1ccccc1 | 0% | 6% | u | 24% | -3% | 9% | -11% | -6% | 4%[59 µM]
O=C(NCCc1ccccc1)c1ccc2c(c1)OCCO2 | 1% | 3% | 61%[activator] | 38% | 2% | -5% | -8% | 7% | x
COc1ccc(/C=C/C(=O)Oc2cc(C)[nH]c(=O)c2[N+](=O)[O-])cc1OC | -9% | 4% | -19% | 0% | -12% | -3% | -3% | -7% | -33%
COCCn1c(COc2cccc(OC)c2)nnc1SCC(=O)N1CCOCC1 | -5% | -5% | 2%[58.9 µM] | 54% | 1% | -12% | -1% | -14% | -8%
CCCC(=O)OC1=CN(Cc2ccccc2)S(=O)(=O)c2ccccc21 | -9% | 35%[activator] | 1% | 3% | -9% | -2% | x | -7% | 63%[activator][59 µM]
CCOC(=O)c1c(C)[nH]c(C(=O)COC(=O)COc2ccccc2C)c1C | -11% | 1% | -6% | 39% | 6% | -13% | -1% | -1% | -1%[59 µM]
Cc1ccc(/C=C/C(=O)O)cc1S(=O)(=O)N1CCC(Cc2ccccc2)CC1 | 12% | -20% | -5% | 5% | -9% | -11% | -6% | -7% | -35%
Cc1cc(C)cc(NC(=O)CCOc2ccccc2)c1 | -16% | 7% | -2% | -1% | -6% | -4% | -4% | 2% | 33%

Structure | Pol eta inh | BAZ2B block | POLI inh | POLB inh | BLM inh | Anesthetic bind | APEX1 inh | POLK inh | G9a inh
COC(=O)CCC(=O)OC1(C)C(=O)C=C2C=C(C3CC3)N(c3ccccc3)C=C2C1=O (configuration not stated) | -5% | -27% | 56%[activator] | 85% | -13%[12.4 µM] | 4% | -1%[12.4 µM] | -26% | -4%[59 µM]
Cc1ccc(C(=O)N/C(=C/c2ccc(Cl)cc2)C(=O)NCC2CCCO2)cc1 (configuration not stated) | -3% | 6% | 4% | 1% | 2% | 3% | -2% | 2% | 22%[59 µM]
Cc1cc(=O)[nH]c(SCC(=O)N2CCN(c3ccccc3)CC2)n1 | x | -7% | 14% | -1% | 0% | -1% | x | -24% | -3%[59 µM]
CC(c1ccccc1)c1nnc(N)s1 (configuration not stated) | -17% | -5% | 22% | 1% | -6% | -23% | 7% | 6% | x
Cn1cnc(S(=O)(=O)N2CCCC(C(=O)NCc3ccc(Cl)cc3)C2)c1 (configuration not stated) | -14% | -7% | 14% | 0% | 4% | 10% | x | -13%[60.1 µM] | 17%[59 µM]
Cc1ccc(CNC(=O)c2sc3nc(-c4ccc(F)cc4)ccc3c2N)cc1 | -13% | 3% | 59%[activator] | 4% | -1% | 209%[activator] | x | u | u
CC1CCCN(C(=O)COC(=O)c2cc([N+](=O)[O-])ccc2N2CCOCC2)C1 (configuration not stated) | -7% | 5% | -2% | x | x | x | 4% | -2% | u
CCOc1ccc(N2C(=O)N(Cc3ccc(C)cc3C)c3ccccc3S2(=O)=O)cc1 | -19% | -3% | 18% | -1% | -5% | 43%[activator] | x | -5%[60.1 µM] | -12%[59 µM]
Cc1onc(-c2c(F)cccc2Cl)c1C(=O)Nc1ccccc1N1CCOCC1 | -13% | u | 41%[activator] | 30% | -7% | 6% | u | -11% | u
COc1ccc(CNc2ncnc3c2[nH]c2ccccc23)cc1 | -20% | -22% | u | -12% | -29% | -7% | -3% | -22% | 50µM*
O=C(Nc1cc(Cl)cc(Cl)c1)c1ccc(Cn2c(=O)[nH]c3ccsc3c2=O)cc1 | u | -5% | -6% | 14µM* | -11% | -11% | -2% | -11% | 0%
O=S(=O)(c1ccc(SCCOc2ccccc2)nc1)N1CCCC1 | -9% | 54%[activator] | 22% | x | x | x | 15% | -8% | 19%[12.7 µM]

Structure | Pol eta inh | BAZ2B block | POLI inh | POLB inh | BLM inh | Anesthetic bind | APEX1 inh | POLK inh | G9a inh
Cc1ccc(S(=O)(=O)NNC(=O)C2Cc3c(ccc4ccccc34)O2)cc1 (configuration not stated) | 8% | -34%[57.1 µM] | 1% | u | -5% | u | 0% | -3% | 68%[activator][59 µM]
CC(C)C(c1nnnn1C1CCCCC1)N1CCN(c2ncccn2)CC1 (configuration not stated) | 6% | 8% | 9% | 16% | 1% | -7% | u | -17% | 12%[59 µM]
COC(=O)c1ccc(NC(=O)CSc2nnc(-c3cccnc3)o2)cc1 | -18% | 8% | 14% | x | x | x | -2% | 4% | u
COc1cc(/C=C/C(=O)OCC(=O)N2c3ccccc3NC(=O)C2(C)C)cc(OC)c1OC | -15% | -29% | -3% | x | x | x | 26% | 5% | 13%[2.33 µM]
CCCCc1c(C)[nH]c(C(=O)OCC)c1C | -7% | -22% | 34% | 17% | -11% | -15% | -3% | -13% | -2%
COc1cccc(C(=O)Nc2cccc(SC)c2)c1 | -12% | -4% | -8% | 4% | -4% | -21% | 2% | -3% | 1%
O=c1cc(-c2ccccc2)nc(N2CCCCC2)[nH]1 | 2% | 10% | -3% | 24% | -1% | -7% | 0% | -19% | -6%
O=C(COc1ccc([N+](=O)[O-])cc1)NN=C1CCCC1 | -4% | -18% | -9% | -15% | -2% | u | 2% | 1%[60.1 µM] | 9%
C=CCNC(=O)c1cc2c(=O)n3cccc(C)c3nc2s1 | -8% | 4% | 35%[activator] | -22% | -1% | 5% | 23% | -5% | 6%[2.33 µM]
N#Cc1cc(C(=O)c2ccccc2OCC(=O)Nc2ccccc2)cn(C2CCCCC2)c1=O | 3% | -3% | 52%[activator] | -13% | 0% | 4% | 4% | -12% | 17%
COc1ccc(OCCn2cc(C(=O)C3CCCCC3)c3ccccc32)cc1 | u | 15%[57.1 µM] | 8% | 0% | -7% | 58%[activator] | x | -1% | 29%[59 µM]
O=C(Cn1cnc2c(cnn2-c2ccccc2)c1=O)NCCc1ccccc1 | -5% | -1% | 7% | 4% | -1% | 4% | 1% | 0% | 20%[59 µM]

Structure | Pol eta inh | BAZ2B block | POLI inh | POLB inh | BLM inh | Anesthetic bind | APEX1 inh | POLK inh | G9a inh
O=C(Nc1ccccn1)c1ccc2ccccc2n1 | 6% | 9% | u | 24% | 3% | -20% | -1% | -4% | u
Cc1ccc(-c2nnn(CC(=O)Nc3ccccc3-c3ccccc3)n2)c(-n2cnnn2)c1 | -11% | 6% | -13% | -6% | 0% | -8% | 2% | -9% | 9%[59 µM]
C=CCOc1c(Br)cc(CNn2c(C)n[nH]c2=S)cc1OCC | -2% | -32% | 136%[activator] | 1% | 0% | -14% | 26% | 1% | 16µM*
CC1CCCCN1C(=O)CSc1nnc(-c2cccnc2)o1 (configuration not stated) | 0% | 2% | 19% | 19% | -2% | 3% | 33% | -1% | -7%
CCCCNC(=O)COC(=O)c1cc(C)oc1C | -6% | -17% | 29% | 11% | -1% | -5% | 11% | -3% | 2%
O=S(=O)(NCC1(N2CCOCC2)CCCCC1)c1ccc(F)cc1 | -15% | -3% | 22% | x | x | x | -3% | -14% | -5%[59 µM]
O=C(CN(Cc1ccccc1F)C(=O)Cn1nnc(-c2cccs2)n1)NCC1CCCO1 (configuration not stated) | -10% | 10% | u | -1% | -2% | -10% | -3% | -5% | 7%
CCOC(=O)c1ccc(NC(=O)c2cccc3c(=O)c4c([nH]c23)CCCC4)cc1 | 1% | 2% | -8% | 12% | 3% | -6% | x | 2% | u
Cc1cc(NC(=O)c2cccs2)cc(-c2nc3ncccc3o2)c1O | -11% | -3% | 17% | 1% | -12% | -3% | -23% | -5% | 23%
c1csc(-c2nc(-c3ccc(-c4ccon4)s3)no2)c1 | -10% | 0% | 13% | 24% | -5% | -6% | -11% | -6% | 4%
Cc1cccc(-c2nc(CS(=O)CC(=O)NC3CCCC3)c(C)o2)c1 (configuration not stated) | -3% | 5% | -8% | 4% | 0% | -10% | -5% | -16% | u
CCC/C=C1/CCCOC(C(=O)NCc2ccccc2)(C(F)(F)F)C1 (configuration not stated) | -15% | x | -12%&-12% | x | -5% | -4% | 10% | -7%&-7% | x
COCn1c(COc2ccc3ccccc3c2)nc2ccccc21 | u | 15% | 8% | 0% | -6% | -9% | 3% | -5% | 18%[59 µM]
COc1cccc(OCC(=O)Nc2ccccc2C(=O)Nc2ccc(C(=O)O)cc2)c1 | -11% | -8% | 20% | 7% | -13% | -7% | 0% | 2% | x
O=C(O)c1cccc(Cn2c(Cl)c(/C=N/NC(=O)c3cccc(O)c3)sc2=O)c1 | -6% | 1% | 84%[activator] | 1% | 2% | 6% | -2% | -6% | 14%

3 compounds from above, sorted by number of heavy atoms, descending:
Structure | Pol eta inh | BAZ2B block | POLI inh | POLB inh | BLM inh | Anesthetic bind | APEX1 inh | POLK inh | G9a inh
CC1CCCN(C(=O)COC(=O)c2cc([N+](=O)[O-])ccc2N2CCOCC2)C1 (configuration not stated) | -7% | 5% | -2% | x | x | x | 4% | -2% | u
COCn1c(COc2ccc3ccccc3c2)nc2ccccc21 | u | 15% | 8% | 0% | -6% | -9% | 3% | -5% | 18%[59 µM]
Clc1ccccc1-c1nnc2sc(-c3ccc(Br)o3)nn12 | -5% | -25% | u | -18% | -7% | -21% | -3% | -15% | u
